A549 viability: kills or reduces viability of A549 cells in Nrf2 counter-screen | AID 504648 | 390,000 tested, 0.16% active | Potency, µM (titrated, usually from 46 µM), for the others: at the top dose activity change, negative = cytotoxicity, usual class: inhibitors | A549 ARE-Fluc cells, CellTiter-Fluor viability, 18-24 h; note: % is set by controls: 0 for no effect and ±100 for the full control effect
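Cytotoxicity counterscreen: CellTiter-Fluor fluorescence was measured in A549 ARE_Fluc cells after 18-24 h of compound exposure in a concentration series. The subsequent BugLite luminescent read reports ARE-luciferase activity.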
HepG2 viability: HepG2 cytotoxicity, counter-screen for TGF-b inhibitors; HepG2 CAGA-GFP viability, ATP luminescence, 18 h; Potency, µM (series often up to 46.1 µM), for the others: at the highest dose activity change, negative = cytotoxicity, hits mostly cytotoxic; 410,000 tested, 0.76% active; AID 588856; note: some results filed as inactive show a strong effect at the top dose
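CellTiter-Glo luminescence gave cytotoxicity after 18 hours at 37 degrees C. The cells were HepG2 CAGA-GFP in 1% FBS DMEM, stimulated with 500 pg/mL TGF-beta after compound addition. %Activity was normalised to no-cell wells (complete cell-killing) and DMSO (no toxicity), and curves were fitted and classified.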
TGFb inhibitor: inhibitors of TGF-b signaling; HepG2 CAGA-GFP TGF-b/SMAD3 reporter, GFP fluorescence, 18 h; TGF-beta stimulated, 500 pg/mL final; Potency, µM (series often up to 46.1 µM), for the others: at the highest dose activity, negative = inhibition, actives largely listed as inhibitors; 410,000 tested, 1.2% active; AID 588855; note: % is set by controls: 0 for no effect and ±100 for the full control effect; nearly all actives have a fitted effect of over 65% in size
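Read-out: total well GFP (ex488/em500-530) summed from mean per-cell fluorescence. Cells: HEPG2 CAGA-GFP, 1% FBS DMEM, 18 h at 37 degrees C with 500 pg/mL final TGF-beta. Unstimulated wells served as the full-inhibition control; stimulated DMSO wells = 0%.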
Nrf2 block: inhibitors of Nrf2 signaling. A549 ARE-Fluc reporter, luciferase luminescence, 18-24 h. Potency, µM (highest dose often 46 µM), for inactives: top-dose activity change, negative = inhibition, actives largely listed as inhibitors. 360,000 tested, 2.1% active. AID 504444; note: % is set by controls: 0 for no effect and ±100 for the full control effect; nearly all actives have a fitted effect of over 60% in size
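Nrf2 function is reported as luminescence of an ARE-controlled luciferase in A549 cells. Compounds were tested at several concentrations, and a CellTiter-Fluor read on the same wells flagged cytotoxicity.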
MCF10A rereplic: inducers of DNA re-replication in MCF 10A breast cells; MCF 10A DNA re-replication, Hoechst nuclear intensity, 48 h; Potency, µM (doses to about 46.1 µM), without a hit: at the highest dose activity, positive = re-replication, hits mostly activators; 350,000 tested, 2.9% active; note: % of control where 0% means no effect; nearly all actives have a fitted effect of over 50% in size
Nrf2 ARE act: Nrf2 pathway activation; AREc32 ARE-luciferase reporter (MCF7-derived line), luminescence, 24 h; Potency, µM (top dose mostly 46.1 µM), for the others: top-dose activation, hits mostly activators; AID 624171; 410,000 tested, 0.31% active; note: % of control where 0% means no effect; nearly all actives have a fitted effect of over 65% in size
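Luminescent ARE reporter assay in AREc32_Fluc cells: overnight plating at 37 deg C, 24 hr compound incubation, Steady-Glo added, 30 min RT before reading.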
EPAC2 antagonist: EPAC2 (human) antagonism; Potency, µM (titrated, usually from 114 µM), inactives show at the highest dose activity, negative = inhibition, hits mostly inhibitors; Q8WZA2; EPAC2 GEF exchange of Rap1B-BODIPY-GDP, fluorescence; 360,000 tested, 0.18% active; note: % is set by controls: 0 for no effect and ±100 for the full control effect; nearly all actives have a fitted effect of over 45% in size; many of its hits are not listed in these tables
Target sequence (Q8WZA2 whole entry, looked up): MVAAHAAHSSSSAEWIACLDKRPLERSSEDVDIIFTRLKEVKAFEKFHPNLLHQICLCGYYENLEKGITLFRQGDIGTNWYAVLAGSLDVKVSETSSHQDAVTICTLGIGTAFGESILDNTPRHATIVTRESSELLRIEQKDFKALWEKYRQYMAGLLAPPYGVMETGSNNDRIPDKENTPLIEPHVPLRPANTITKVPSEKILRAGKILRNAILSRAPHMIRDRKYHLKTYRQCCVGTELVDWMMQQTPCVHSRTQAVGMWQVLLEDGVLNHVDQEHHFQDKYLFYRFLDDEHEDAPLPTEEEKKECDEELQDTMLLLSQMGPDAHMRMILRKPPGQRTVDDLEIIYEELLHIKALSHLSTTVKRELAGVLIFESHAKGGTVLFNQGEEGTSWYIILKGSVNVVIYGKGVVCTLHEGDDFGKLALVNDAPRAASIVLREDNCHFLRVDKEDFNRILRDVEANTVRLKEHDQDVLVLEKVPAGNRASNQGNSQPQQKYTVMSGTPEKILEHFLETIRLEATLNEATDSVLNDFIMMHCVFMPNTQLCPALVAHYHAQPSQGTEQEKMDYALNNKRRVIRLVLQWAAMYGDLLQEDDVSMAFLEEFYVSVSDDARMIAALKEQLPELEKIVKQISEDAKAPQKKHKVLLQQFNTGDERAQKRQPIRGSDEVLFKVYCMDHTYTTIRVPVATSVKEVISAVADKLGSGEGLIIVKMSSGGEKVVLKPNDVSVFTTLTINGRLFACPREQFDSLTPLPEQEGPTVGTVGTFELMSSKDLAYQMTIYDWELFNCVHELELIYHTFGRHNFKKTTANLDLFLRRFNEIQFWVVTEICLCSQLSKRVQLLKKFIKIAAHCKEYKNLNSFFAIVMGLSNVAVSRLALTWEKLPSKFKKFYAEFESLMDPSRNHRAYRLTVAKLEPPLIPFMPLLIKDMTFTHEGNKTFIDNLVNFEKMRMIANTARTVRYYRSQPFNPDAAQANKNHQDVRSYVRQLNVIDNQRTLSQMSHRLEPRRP
ATXN2 expr inh: reduces ATXN2 reporter expression in HEK-293 cells. 360,000 tested, 0.72% active. Potency, µM (doses to about 57 µM), for inactives: at the highest dose activity change, negative = inhibition, usual class: inhibitors. HEK-293 ATXN2-luciferase reporter, luminescence, 24 h; note: % is set by controls: 0 for no effect and ±100 for the full control effect; nearly all actives have a fitted effect of over 55% in size
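ATXN2-luciferase reporter cells (luciferase flanked by upstream and downstream ATXN2 gene portions) were treated 24 h at 37 °C with compounds at up to 57 uM. SteadyGlo luminescence gave expression; GF-AFC fluorescence gave viability.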
S2 tox: reduces viability in counter-screen for ATXN expression inhibitors | 400,000 tested, 0.49% active | S2 cells (HEK-293 line with an ATXN2-luciferase reporter) viability, CellTiter-Fluor protease fluorescence, 24 h | Potency, µM (doses to about 56.7 µM), hits mostly cytotoxic; note: nearly all actives have a fitted effect of over 40% in size
The depositor's hits bear a star; i = inactive; ? = inconclusive; · = not tested or not shown; [ ] = another dose, or the depositor's remark. Calls come from the whole dose curve; as a rule, active = well fitted curve in the direction sought with a large enough effect; inconclusive = small, poorly fitted or top-dose-only effect, or another doubt; inactive = no such curve, though single readings can be large; an effect the other way counts as inactive or inconclusive. Potency is the fitted concentration of half-maximal effect.

Letter code – A = A549 viability; B = HepG2 viability; C = TGFb inhibitor; D = Nrf2 block; E = MCF10A rereplic; F = Nrf2 ARE act; G = EPAC2 antagonist; H = ATXN2 expr inh; I = S2 tox
O=C(Cn1nc(-c2ccco2)ccc1=O)Nc1ccc(Cl)c(Cl)c1
  A: -3%	B: -1%	C: -2%	D: -8%	E: 1%	F: 19%	G: 11%	H: -9%	I: i
COc1ccc(-n2c(/C=C3\C(=O)N(C)c4ccccc43)nc3ccccc3c2=O)cc1
  A: -9%	B: -32%	C: -25%	D: -2%	E: 21%	F: 3.3%	G: -3%	H: -18%	I: i
O=C(Nc1cccc(Oc2ccccc2)c1)C1Cc2c(-c3ccc4c(c3)OCO4)ccnc2O1 (configuration not stated)
  A: ·	B: 2%	C: 10%	D: ·	E: ·	F: -0.6%	G: 7%	H: 10%	I: i
O=C(O)C1CCCCC1C(=O)Nc1ccc(Cl)cc1 (configuration not stated)
  A: -5%[1.84 µM]	B: -13%	C: -6%	D: 3%	E: ?	F: -0.8%	G: -2%	H: -3%	I: i
CCn1c(C(=O)Nc2ccsc2C(=O)OC)cc2sc(Cl)cc21
  A: 1%	B: 21%	C: -3%	D: 9%	E: -4%	F: ?	G: -5%	H: -5%	I: i
CN(Cc1cnn(C)c1)C(=O)C1CCC(=O)N(Cc2cccc(C(F)(F)F)c2)C1 (configuration not stated)
  A: -2%	B: 5%	C: ?	D: -7%	E: 1%	F: -0.4%	G: -2%	H: 9%	I: ?
COc1ccc(NS(=O)(=O)c2ccc3c(c2)CC(C)N3C(=O)C2CCC2)cc1OC (configuration not stated)
  A: ?	B: -30%	C: -23%	D: ·	E: ·	F: -0.8%	G: ·	H: ·	I: ·
O=S(=O)(NCC1OCCc2ccccc21)c1ccc(S(=O)(=O)N2CCOCC2)cc1 (configuration not stated)
  A: 1%	B: -6%	C: -2%	D: ?	E: -7%	F: -0.4%	G: -14%	H: -4%	I: i
COc1cccc(C2c3cc4c(cc3OC(NNC(N)=O)C2C)OCO4)c1O (configuration not stated)
  A: -5%	B: 3%	C: 10µM*	D: 8%	E: 3.3µM*	F: -0.2%	G: -3%	H: 10%	I: ?
O=C(COC(=O)c1ccccc1)Nc1cccc(S(=O)(=O)N2CCOCC2)c1
  A: 1%	B: 3%	C: 9%	D: 5%	E: -30%[inhibitor]	F: -0.5%	G: 21%	H: -14%[11.3 µM]	I: i
Cc1cc(C)nc(NS(=O)(=O)c2ccc(NC(=O)CSc3nc4ccccc4[nH]3)cc2)n1
  A: -4%	B: -9%	C: ?	D: 10%	E: 17%	F: -0.8%	G: 9%	H: 1%	I: i
CCOc1ccccc1NC(=O)CCNS(=O)(=O)c1ccc2[nH]c(=O)oc2c1
  A: 4%	B: -3%	C: 29%	D: 3%	E: 0%	F: -0.5%	G: 8%	H: -5%	I: i
CCOC(=O)c1[nH]c(C)c(CCC(=O)N2CCN(c3cc(Cl)ccc3C)CC2)c1C
  A: -29%	B: -27%	C: 11µM*	D: ·	E: ·	F: -0.2%	G: ·	H: -8%	I: ?
O=C(CSc1ccc(-c2ccc(Br)cc2)nn1)NC1CCCC1
  A: 1%	B: -42%	C: -8%	D: 8%	E: 3%	F: 0.4%	G: -1%	H: 1%	I: i
CCN1CCN(Cc2ccc(NC(=O)Nc3ccccc3Cl)cc2)CC1
  A: -2%	B: 4%	C: -2%	D: ?	E: 21%	F: -0.6%	G: 5%	H: 16%	I: i
c1ccc(N=Nc2ccc3cccccc2-3)cc1
  A: ?	B: -43%	C: -25%	D: 5%	E: ?	F: ?	G: -14%	H: 67%[activator]	I: ?
COc1cc(NC(=O)C(C)C)ccc1NC(=O)c1ccco1
  A: 2%	B: 9%	C: 11%	D: ?	E: 3%	F: 0.0%	G: -3%	H: 20%	I: i
COc1ccccc1N1C(=O)CC(Sc2nc(C)cc(C)n2)C1=O (configuration not stated)
  A: 1%	B: 1%	C: -1%	D: 0%	E: 6%	F: -0.2%	G: 0%	H: 16%	I: i
COc1ccccc1C(=O)Nc1ccc(OCc2cc(=O)n3ccsc3n2)cc1
  A: 0%	B: 2%	C: 1%	D: ?	E: ·	F: -0.2%	G: ·	H: -2%	I: i
COc1ccc(NC(=O)COC(=O)C2CCN(S(=O)(=O)c3cccs3)CC2)cc1
  A: 1%	B: 29%	C: 11%	D: 6%	E: -1%	F: 0.2%	G: 6%	H: ·	I: i
COc1ccc(CNCCC(c2ccc(OC(C)C)cc2)c2ccccc2OC)cc1OC (configuration not stated)
  A: -16%	B: -99%	C: ?	D: -1%	E: 23%	F: 2.9%	G: -10%	H: -27%	I: i
Cc1ccc(S(=O)(=O)/C(C#N)=C/c2c(N3CCN(Cc4ccccc4)CC3)nc3ccccn3c2=O)cc1
  A: -10%	B: 2%	C: 4%	D: 6%	E: 1%	F: 2.2%	G: 1%	H: 10%	I: i
Cc1ccc(S(=O)(=O)N2CCOCC2)cc1C(=O)N1CCN(S(=O)(=O)c2cccc(F)c2)CC1
  A: 1%	B: -3%	C: -7%	D: -9%	E: 2%	F: -0.3%	G: 13%	H: 6%	I: i
CCOC(=O)c1c(NC(=O)COC(=O)CCOc2ccc(C)cc2)sc(C(=O)N(C)C)c1C
  A: 0%	B: 5%	C: -6%	D: 1%	E: 3%	F: -0.2%	G: -13%	H: 2%	I: i
O=C(O)CCC(=O)N1CCN(c2cccc(Cl)c2)CC1
  A: -7%	B: -2%	C: -11%	D: 8%	E: ?	F: -0.5%	G: 3%	H: 4%	I: i
Cc1ccc(NC(=O)CSc2nnc(-c3nnn(-c4ccc(F)cc4)c3C)o2)cc1Br
  A: -14%	B: -11%	C: 0%	D: 1%	E: ·	F: -1.3%	G: ·	H: 2%	I: i
Cc1cc(-c2c(C(=O)N3CCOCC3)c(C)nn2-c2ccccc2)no1
  A: 4%	B: -4%	C: 1%	D: 0%	E: -5%	F: -0.9%	G: 4%	H: -5%	I: i
CCCS(=O)(=O)c1c(S(=O)(=O)CCC)c2cnccn2c1C(=O)c1ccc(CC)cc1
  A: -3%	B: -12%	C: -11%	D: -12%	E: 7%	F: 0.4%	G: -12%	H: -1%	I: i
COCc1ccc([C@@H]2C[C@H]3CN(Cc4ccccc4C)C(=O)[C@]34CCCN24)o1
  A: 16%	B: -10%	C: ?	D: 11%	E: 19%	F: 3.3%	G: 2%	H: ·	I: i
COc1cc(C2c3[nH]c4ccccc4c3C[C@H]3C(=O)N(CCO)CC(=O)N23)cc(OC)c1OC (some centres not stated)
  A: 1%	B: -17%	C: -3%	D: -12%	E: 6%	F: 0.1%	G: 4%	H: -11%	I: ?
COc1ccc(NC(=O)C2(C)CCN2CCc2ccccc2)cc1OC (configuration not stated)
  A: ·	B: -20%	C: -18%	D: ·	E: ·	F: -0.8%	G: -8%	H: -9%	I: i
CCOC(=O)c1c(NC(=O)CSc2ncnc3ccccc23)sc(C)c1C
  A: -1%	B: -15%	C: -2%	D: 1%	E: 0%	F: 1.6%	G: -2%	H: -18%	I: i
O=C(Cc1cccs1)N1CCCC(c2nc3c(nnn3Cc3ccc(F)cc3)c(=O)[nH]2)C1 (configuration not stated)
  A: 3%	B: -16%	C: 27%	D: 1%	E: ?	F: -0.2%	G: 10%	H: -2%	I: i
Cc1cc(C)c2c(=O)cc(C(=O)Nc3sc4c(c3C(=O)NCc3cccnc3)CCCC4)oc2c1
  A: -1%	B: 5%	C: 10%	D: 1%	E: ·	F: -0.5%	G: ·	H: 12%	I: i
CC1CCCCC1NC(=O)CCNS(=O)(=O)c1ccc(Cl)cc1 (configuration not stated)
  A: 0%	B: -16%	C: -14%	D: 2%	E: 8%	F: -0.9%	G: 5%	H: -15%	I: i
COc1ccc(OC)c(C(c2nnnn2C2CCCC2)N2CCN(c3ccccc3)CC2)c1 (configuration not stated)
  A: 5%	B: -10%	C: -3%	D: ·	E: 2%	F: 5.3%	G: -10%	H: -36%	I: i
CCN1C(=O)CC(N2CCN(C(c3ccccc3)c3ccccc3)CC2)C1=O (configuration not stated)
  A: 13%	B: -7%	C: 12%	D: 6%	E: 25%	F: -0.3%	G: -5%	H: 3%	I: i
O=C1OC(c2ccccc2)(c2cc(Br)ccc2O)c2ccccc21 (configuration not stated)
  A: ?	B: -183%	C: 20µM*	D: ?	E: ?	F: -3.4%	G: -27%	H: ?	I: ·
CC(C)C[C@H](NC(=O)c1nc[nH]c1C(=O)N[C@@H](CC(C)C)C(=O)OC(C)(C)C)C(=O)OC(C)(C)C
  A: ?	B: -3%	C: ?	D: 26µM*	E: ?	F: 12%	G: -7%	H: ?	I: 22µM*
COc1ccc(NC(=O)CSc2nnc(CNC(=O)COc3ccc(Cl)cc3)o2)c(OC)c1
  A: 2%	B: -1%	C: -7%	D: 4%	E: -6%	F: -0.7%	G: -1%	H: -3%	I: i

Full records, quoted from the list. Order of values: A549 viability	HepG2 viability	TGFb inhibitor	Nrf2 block	MCF10A rereplic	Nrf2 ARE act	EPAC2 antagonist	ATXN2 expr inh	S2 tox
Cc1ccc(NC(=O)CSc2nnc(-c3nnn(-c4ccc(F)cc4)c3C)o2)cc1Br in the list: -14%	-11%	0%	1%	·	-1.3%	·	2%	i
Cc1ccc(S(=O)(=O)/C(C#N)=C/c2c(N3CCN(Cc4ccccc4)CC3)nc3ccccn3c2=O)cc1 in the list: -10%	2%	4%	6%	1%	2.2%	1%	10%	i
Cc1cc(C)nc(NS(=O)(=O)c2ccc(NC(=O)CSc3nc4ccccc4[nH]3)cc2)n1 in the list: -4%	-9%	?	10%	17%	-0.8%	9%	1%	i
CCOc1ccccc1NC(=O)CCNS(=O)(=O)c1ccc2[nH]c(=O)oc2c1 in the list: 4%	-3%	29%	3%	0%	-0.5%	8%	-5%	i
CC1CCCCC1NC(=O)CCNS(=O)(=O)c1ccc(Cl)cc1 (configuration not stated) in the list: 0%	-16%	-14%	2%	8%	-0.9%	5%	-15%	i

Compound activity deposited in PubChem by National Center for Advancing Translational Sciences (NCATS).

Not all compounds are listed (hit frequency here may not be typical).
